Bioassay records from PubChem BioAssay.
RGS4 block: inhibitors of human RGS4. P49798. B-score at 10 µM. AID 463165. HEK293 M3R/RGS4 inducible, Fluo-4 calcium flux; stronger effect = higher value; triggered by carbachol at its EC20. 310,000 tested, 0.45% active;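 active means B-score, a plate-corrected calcium signal, over three deviations above library mean, with baseline fluorescence within five deviations of library mean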;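 further: RGS4 expression induced by doxycycline in cells with stable M3 receptor; B-score is computed from the integrated fluorescence ratio over baseline after carbachol; higher B-score means a larger calcium signal and so more RGS4 inhibition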
TMEM16A act: activates or potentiates the mouse TMEM16A chloride channel; 340,000 tested, 0.3% active; Q8BHY3; B-score at 10 µM; HEK293 TMEM16A/YFP-H148Q/I152L, iodide quench fluorescence; stronger effect = lower value;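 active means fluorescence-ratio B-score plate-corrected deviation score at least 3 library SD below zero, with starting fluorescence score within 5 deviations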;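 further: channel opened by trigger with iodide after compound preincubation; score built on the fluorescence ratio of max minus min over baseline; more negative score means more quench and so TMEM16A activation or potentiation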
TMEM16A inh: mouse TMEM16A channel inhibition, primary screen; Q8BHY3; 310,000 tested, 1.2% active; normalized B-score (activity score, 25-100; higher = stronger inhibition) at 10 µM; HEK293 TMEM16A/YFP iodide influx fluorescence, ionomycin;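 active means ratio plate-corrected score three or more library SD toward inhibition, starting fluorescence score within five deviations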;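 further: score derived from kinetic fluorescence span divided by baseline fluorescence per well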
MrgX1 agonist: activates human MrgX1 receptor signaling; Q96LB2; MrgX1-HEK293 cells, Fluo-4 calcium fluorescence, agonist mode; stronger effect = higher value; B-score at 10 µM; 310,000 tested, 0.44% active;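 active means calcium response B-score plate-corrected fluorescence ratio at least 3 library SD, with starting fluorescence B-score inside 5 SD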
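Material: MrgX1-expressing HEK293 cells; input: 15,000 cells per well; doses: test compound given as first of three sequential additions; schedule: overnight plating before 1 h dye loading; technique: Fluo-4 NW calcium-flux fluorescence, kinetic read; evaluation: baseline-normalised fluorescence change ratio, B-scored; control set: plate-wise positive and negative controls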
hERG protect: hERG (human) protection from proarrhythmic block. 310,000 tested, 0.51% active. CHO-hERG, FluxOR thallium flux, dofetilide IC70 present. activation (rescue from dofetilide block), less the hit threshold, % at 10 µM. Q12809;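 active means activation above the mean of controls blocked by dofetilide plus 5 SD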;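 further: thallium influx through hERG after potassium depolarization seen as dye fluorescence rise; in these data hits start at about 4.7%; inactives centre near -7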
KCNQ1 inh: blocks the human KCNQ1 potassium channel; P51787; CHO-K1 KCNQ1, FluxOR thallium flux fluorescence; stronger effect = higher value; B-score at 10 µM; 310,000 tested, 1.3% active; AID 2642;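 active means compounds whose thallium flux B-score, printed positive for inhibition, exceeds three library SD while starting fluorescence stays within three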;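 further: channel opened by potassium depolarization with thallium stimulus after 20 min compound exposure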
Target sequence (P51787 whole entry, looked up): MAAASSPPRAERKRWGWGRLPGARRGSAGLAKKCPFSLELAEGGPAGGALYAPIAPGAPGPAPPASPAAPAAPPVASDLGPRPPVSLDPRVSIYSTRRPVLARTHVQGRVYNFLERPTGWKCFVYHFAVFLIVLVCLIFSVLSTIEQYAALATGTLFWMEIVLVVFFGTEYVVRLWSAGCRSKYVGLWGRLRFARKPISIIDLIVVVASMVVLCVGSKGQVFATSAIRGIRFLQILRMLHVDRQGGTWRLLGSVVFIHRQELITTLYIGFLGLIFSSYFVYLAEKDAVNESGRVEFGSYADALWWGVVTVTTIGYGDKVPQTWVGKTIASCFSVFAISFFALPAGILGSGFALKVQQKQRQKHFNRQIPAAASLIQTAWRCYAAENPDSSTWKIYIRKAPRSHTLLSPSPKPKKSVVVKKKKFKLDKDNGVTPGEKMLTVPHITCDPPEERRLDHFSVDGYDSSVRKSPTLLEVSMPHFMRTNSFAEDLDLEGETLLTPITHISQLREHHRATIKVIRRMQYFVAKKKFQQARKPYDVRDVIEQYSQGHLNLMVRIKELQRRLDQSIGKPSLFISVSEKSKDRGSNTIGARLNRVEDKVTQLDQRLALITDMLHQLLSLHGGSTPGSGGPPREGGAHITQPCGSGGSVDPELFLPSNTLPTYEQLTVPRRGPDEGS
RGS4 pot: RGS4 potentiation or activation; HEK293 M3R/inducible RGS4, carbachol calcium flux Fluo4; stronger effect = lower value; B-score at 10 µM; 310,000 tested, 0.92% active;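 active means B-score of the integrated calcium signal more than 4 SD below the library mean, with starting fluorescence not abnormally high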;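 further: negative B-score means reduced calcium response which marks RGS4 activation or potentiation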
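Reagent: ECmax carbachol challenge; Test system: M3R-expressing HEK293 line, RGS4 induced by doxycycline; Schedule: overnight RGS4 induction, 30 min dye load 37 °C, 20 min compound RT; Detection: calcium dye Fluo4 fluorescence; Read-out: Agonist-evoked peak-minus-minimum fluorescence over baseline, integrated ratio, B score.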
KCNK3 block: human KCNK3 channel inhibition, primary screen; O14649; CHO-KCNK3 thallium flux, FluxOR fluorescence; stronger effect = lower value; B-score at 10 µM; 340,000 tested, 0.84% active; AID 602410;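 active means B-score under library mean minus 4 SD, starting fluorescence ratio at most library mean plus 5 SD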;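 further: more negative B-score means stronger inhibition of thallium flux through KCNK3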
Target sequence (O14649 whole entry, looked up): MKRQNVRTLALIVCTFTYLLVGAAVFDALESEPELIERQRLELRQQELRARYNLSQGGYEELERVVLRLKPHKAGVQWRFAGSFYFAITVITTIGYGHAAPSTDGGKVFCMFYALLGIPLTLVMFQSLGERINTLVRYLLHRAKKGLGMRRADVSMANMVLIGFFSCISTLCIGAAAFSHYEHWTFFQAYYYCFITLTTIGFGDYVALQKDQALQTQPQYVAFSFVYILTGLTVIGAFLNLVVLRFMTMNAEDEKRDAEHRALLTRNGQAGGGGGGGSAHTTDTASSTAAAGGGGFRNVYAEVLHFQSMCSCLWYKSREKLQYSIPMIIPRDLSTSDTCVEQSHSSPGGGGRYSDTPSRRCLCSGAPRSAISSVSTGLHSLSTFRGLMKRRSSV
KCNQ1 act: potentiates or activates the human KCNQ1 potassium channel. P51787. B-score at 10 µM. CHO-K1 KCNQ1, thallium flux FluxOR fluorescence; stronger effect = higher value. 310,000 tested, 0.35% active;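 active means fluorescence ratio B-score, a plate-corrected score, at least three library SD, with initial intensity B-score within 5 SD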
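Medium – assay buffer, equal DMSO in all wells · Material – CHO-K1 cell line with stable KCNQ1 potassium channel expression · Signal – kinetic FluxOR thallium fluorescence, 10-s 1-Hz baseline, 110-s post-stimulus read · Compound – single concentration per compound, DMSO matched to controls · Schedule – 37 °C overnight plating, 90-min dark dye load, 20-min compound pretreatment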
MrgX1 allo act: human MrgX1 positive allosteric modulation, primary screen | MrgX1-HEK293, Fluo-4 calcium flux, FDSS; stronger effect = higher value | Q96LB2 | B-score at 10 µM | 310,000 tested, 0.63% active | AID 588675;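 active means plate-corrected calcium response at least 3 library SD above typical, normal starting fluorescence, not activating the receptor alone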;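 further: compound read alongside a low EC10 to EC30 dose of BAM8-22 agonist; peak minus trough fluorescence over baseline measured at the second addition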
KCNK9 inh: inhibitors of human KCNK9 two-pore domain potassium channel. 310,000 tested, 1.2% active. B-score at 10 µM. HEK293 KCNK9, FluxOR thallium flux fluorescence; stronger effect = lower value;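 active means ratio B-score over 3 SD below the library mean, with starting fluorescence within 5 SD of its mean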;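 further: negative B-score means less thallium flux so channel inhibition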
Active calls of the source: *; i = inactive; nt = not tested or not shown.

Second line of a record: RGS4 block | TMEM16A act | TMEM16A inh | MrgX1 agonist | hERG protect | KCNQ1 inh | RGS4 pot | KCNK3 block | KCNQ1 act | MrgX1 allo act | KCNK9 inh
CC(=O)Oc1cccc(C2C3=C(CC(C)(C)CC3=O)Nc3ccccc3N2C(C)=O)c1 (configuration not stated)
 : i | i | i | i | -1.9 | i | i | i | i | i | i
Cc1ccc2nc(C)cc(Nc3ccc4c(c3)OCCO4)c2c1
 : i | i | i | i | -9.5 | i | i | i | i | i | i
CS(=O)(=O)c1cccc(C(=O)N(CCc2ccccc2)Cc2cccs2)c1
 : i | i | i | i | -15.4 | i | i | i | i | i | i
COc1ccc(/C=C/C(=O)NC(=S)N2CCOCC2)cc1
 : i | i | i | i | -8.4 | i | i | i | i | i | i
O=C(Nc1ccc2cn[nH]c2c1)c1ccccc1F
 : i | i | i | i | -2.6 | i | i | i | i | i | i
CCOC(=O)C1CCN(C(=O)COc2ccc(S(=O)(=O)NC(C)C)cc2Cl)CC1
 : i | i | i | i | -1.1 | i | i | i | i | i | i
CCOC(=O)C1=C(c2ccccc2)N=C2SCC(=O)N2C1c1ccc(O)c(OC)c1 (configuration not stated)
 : i | i | i | i | -13.7 | i | i | i | i | i | i
CC1CC(C)CN(CCCNC(=O)c2ccc(CS(=O)(=O)Cc3ccccc3F)o2)C1 (configuration not stated)
 : i | i | i | i | -1.7 | i | i | i | i | i | i
COC(=O)CCC(=O)OC1(C)C(=O)C=C2C=C(C3CC3)N(CCc3ccccn3)C=C2C1=O (configuration not stated)
 : i | i | i | i | -10.4 | i | i | i | i | i | i
O=C1CCCC2=C1C(c1cccs1)Nc1ccccc1N2 (configuration not stated)
 : i | i | i | i | -10.0 | i | i | i | i | i | i
O=C(NCc1ccccc1)C(=O)c1cn(CC(=O)N2CCOCC2)c2ccccc12
 : i | i | i | i | -7.3 | i | i | i | i | i | i
CN(CC(=O)N1CC=C(c2ccccc2)CC1)S(=O)(=O)c1ccc2c(c1)c(=O)n(C)c(=O)n2C
 : i | i | i | i | -20.8 | i | i | i | i | i | i
Cc1cc(C)cc(NC(=O)Nc2ccc(N3CCCCC3)cc2)c1
 : i | i | i | 29.9* | -8.9 | i | i | i | i | i | i
COc1ccccc1NC(CC(=O)c1ccccc1)C(=O)OCC(=O)c1ccc(F)cc1 (configuration not stated)
 : i | i | i | i | -14.6 | i | i | i | i | i | i
O=c1cnn(Cc2c(Cl)cccc2Cl)c2ccccc12
 : i | i | i | i | -1.9 | i | i | i | i | i | i
COc1ccc(CCN(Cc2nc3ccccc3c(=O)[nH]2)C(=O)c2ccco2)cc1
 : i | i | i | i | -7.0 | i | i | i | i | i | i
Cc1ccc(CS(=O)(=O)Cc2ccc(C(=O)NCCCN3CC(C)CC(C)C3)o2)cc1 (configuration not stated)
 : i | i | i | i | -6.9 | i | i | i | i | i | i
COc1ccc(CN(C)C(=O)c2cnc(C)cn2)c(OC)c1OC
 : i | i | i | i | -3.0 | i | i | i | i | i | i
COc1cccc(C(=O)NNC(=O)C(=O)Nc2cccc(Cl)c2C)c1
 : i | i | i | i | 23.4* | i | i | i | 36* | i | i
Cc1ccccc1NCN1C(=O)C2C3C=CC(C3)C2C1=O (configuration not stated)
 : i | i | i | i | -5.0 | i | i | i | i | i | i
CCOc1ccc(-c2cc(CCCC(=O)NCCCOC)no2)cc1
 : i | i | i | i | -0.7 | i | i | i | i | i | i
O=C1c2ccccc2C(O)N1Cc1ccccc1 (configuration not stated)
 : i | i | i | i | -8.3 | i | i | i | i | i | i
COc1ccc(C(=O)C2CCCN(C(=O)c3ccc4nccnc4c3)C2)c(C)c1 (configuration not stated)
 : i | i | i | i | -8.7 | i | i | i | i | i | i
CCOC(=O)C(NCc1ccco1)(NC(=O)c1ccccc1)C(F)(F)F (configuration not stated)
 : i | i | i | i | -7.3 | i | i | i | i | i | i
COc1ccc(CCNS(=O)(=O)c2ccc(S(=O)(=O)N3CCCC3)cc2)cc1OC
 : i | i | i | i | -1.2 | i | i | i | i | i | i
CC1=CC(C)(C)Nc2ccc(OS(=O)(=O)c3ccc(C)cc3)cc21
 : i | i | i | i | -9.4 | i | i | i | i | i | i
CC(NC(=O)c1ccc([N+](=O)[O-])cc1[N+](=O)[O-])c1ccc(-c2ccccc2)cc1 (configuration not stated)
 : i | i | i | i | -3.3 | i | i | i | i | i | i
O=C(NCCc1ccc(Cl)cc1)c1n[nH]c2ccccc12
 : i | i | i | i | -9.9 | i | i | i | i | i | i
O=C(Nc1ccnn1C1CCN(C2CCC2)CC1)c1ccccc1Cl
 : i | i | i | i | -7.4 | i | i | i | i | i | i
CCn1c(SCc2ccccc2)nnc1-c1ccc(S(=O)(=O)N2CCCCC2)cc1
 : i | i | i | i | -17.5 | i | i | i | i | i | i
COC(=O)c1cccc([N+](=O)[O-])c1CS(=O)(=O)c1ccc(C)cc1
 : i | i | i | i | -14.4 | i | i | i | i | i | i
O=C(NCCN1CCOCC1)c1cc(-c2ccc(Cl)c(Cl)c2)on1
 : i | i | i | i | -6.5 | i | i | i | i | i | i
S=c1[nH]nc(-c2ccncc2)n1Cc1ccco1
 : i | i | i | i | -5.3 | i | i | i | i | i | i
CCn1ncc(CN2CCC(C(=O)Nc3cccc(-c4cccc(F)c4)c3)CC2)c1C
 : i | i | i | i | -13.0 | i | i | i | i | i | i
COC(=O)c1sc2nc3c(cc2c1N)C(=O)CC(C)(C)C3
 : i | i | i | i | -5.9 | i | i | i | i | i | i
Cc1nc(=O)c(-c2ccccc2)c(C)n1-c1ccc(O)c(C(=O)O)c1
 : i | i | i | i | -6.7 | i | i | i | i | i | i
COc1ccc(S(=O)(=O)N2CCCCC2)cc1NC(=O)c1ccc2ccccc2n1
 : i | i | i | i | 2.2 | i | i | i | i | i | i
COc1ccc(NC(=O)c2c(-c3c(Cl)cccc3Cl)noc2C)cn1
 : i | i | i | i | -13.6 | i | i | i | i | i | i
Cc1nn(-c2ccccc2)c2c1cc1c(=O)n(C)c(=O)nc-1n2-c1ccccc1F
 : i | i | i | i | -4.4 | i | i | i | i | i | i
O=C(/C=C/c1ccc2c(c1)OCO2)Nc1nc(-c2ccc(F)cc2F)cs1
 : i | nt | i | i | 1.0 | i | i | nt | i | i | i
Cc1nc2ccccn2c1C(=O)NN=C1CCCC1
 : i | i | i | i | -9.6 | i | i | i | i | i | i
Nc1nnc(SCC(=O)Nc2cccc(S(N)(=O)=O)c2)s1
 : i | i | i | i | -8.1 | i | i | i | i | i | i
O=C1/C(=C/c2ccc3c(c2)OCO3)Oc2cc(OCC(=O)N3CC(O)C[C@H]3C(=O)O)ccc21 (some centres not stated)
 : i | i | i | i | -6.8 | i | i | i | i | i | i
Cc1cc(=O)oc2c(CN(C)Cc3ccccc3)c(O)ccc12
 : i | i | i | i | -6.4 | i | i | i | i | i | i
Nc1nc2cc(S(=O)(=O)NC3=NCCCCC3)ccc2s1
 : i | i | i | i | -12.4 | i | i | i | i | i | i
O=C(NCCO)/C(=C/c1ccc(Br)cc1)NC(=O)c1cccs1
 : i | i | i | i | -13.8 | i | i | i | i | i | i
C[n+]1ccc(/C=C/c2ccccc2O)c2ccccc21
 : i | i | i | i | -7.9 | i | i | i | i | i | i
COc1ccc(-n2nc([N+](=O)[O-])c(=NC3CCN(Cc4ccccc4)CC3)n2O)cc1
 : i | i | i | i | -5.1 | i | i | i | i | i | i
Cc1ccc2nc(N/N=C\c3ccc([N+](=O)[O-])o3)nc(-c3ccccc3)c2c1
 : i | i | i | i | -19.6 | 7* | i | -10.9* | i | i | -6.89*
COc1ccc(NC(=O)CN(C)C(=O)CCC(=O)c2ccc(C)cc2)cc1
 : i | i | i | i | -14.1 | i | i | i | i | i | i
CCOC(=O)c1c(N)nn(C(C)=O)c1-c1ccccc1
 : i | i | i | i | -6.6 | i | i | i | i | i | i
CC1CN(C2=NC(=O)/C(=C/c3ccncc3)S2)CC(C)O1 (configuration not stated)
 : i | i | i | i | -3.3 | i | i | i | i | i | i
CN(C)/C=C(\C=N\OCc1ccc(Cl)cc1Cl)C(=O)Nc1ccc(Cl)c(Cl)c1
 : i | i | i | i | -10.2 | i | i | i | i | i | i
CC(=O)N1N=C(N)SC12CCCC2
 : i | i | i | i | -1.8 | i | i | i | i | i | i
O=C(Cn1cccc1C(=O)c1ccccc1)NCCN1CCCCCC1
 : i | i | i | i | -5.3 | i | i | i | i | i | i
Cc1cc(SC(C)C(=O)NCC(=O)Nc2ccc(F)c(F)c2F)nc2ccccc12 (configuration not stated)
 : i | i | i | i | -2.2 | i | i | i | i | i | i
CCOC(=O)Cn1c(=O)oc2cc(S(=O)(=O)Nc3cc(Cl)ccc3OC)ccc21
 : i | i | i | i | -12.5 | i | i | i | i | i | i
COc1ccc(N2CCN(C(C)C(=O)N(C)Cc3ccccc3)CC2)cc1 (configuration not stated)
 : i | i | i | i | -9.6 | i | i | i | i | i | i
O=S(=O)(c1ccccc1)N1CCN(c2ncnc3scc(-c4ccccc4)c23)CC1
 : i | i | i | i | -6.9 | i | i | i | i | i | i
Cc1ccc(CN=c2c([N+](=O)[O-])nn(-c3cccc(C)c3)n2O)cc1
 : i | i | i | i | -8.9 | i | i | i | i | i | i

(continued)
Second line of a record: RGS4 block | TMEM16A act | TMEM16A inh | MrgX1 agonist | hERG protect | KCNQ1 inh | RGS4 pot | KCNK3 block | KCNQ1 act | MrgX1 allo act | KCNK9 inh
O=C1CCCN1CCC1CCN(C2CC(=O)N(Cc3ccc(N4CCCC4=O)cc3)C2=O)CC1 (configuration not stated)
 : i | i | i | i | -2.3 | i | i | i | i | i | i
CCN1CCN(CC#CCOc2ccccc2OC)CC1
 : i | i | i | i | -14.4 | i | i | i | i | i | i
COc1ccccc1C(=O)NC1CCN(C(=O)Nc2ccc(F)cc2)CC1
 : i | i | i | i | -8.7 | i | i | i | i | i | i
COc1ccc(C2CN=NC23CCc2ccccc2C3=O)cc1 (configuration not stated)
 : i | i | i | i | -10.5 | i | i | i | i | i | i
CCOC(=O)C(=Cc1ccccc1OC)C(=O)OCC
 : i | i | i | i | -8.3 | i | i | i | i | i | i

No enrichment for hits. About 6.3% of those tested had a hit in this group.
